LNCaP diff act: activators of LNCaP prostate cell differentiation; side scatter shift, % at 10 µM; AID 795; actives 0.56% (n = 24,000); flow cytometry side scatter, 4 d;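 active = side scatter shift above 30%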;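 also: androgen-responsive LNCaP prostate cancer cells in charcoal-stripped serum medium; percent of cells past a gate set so DMSO wells show 10% shift; higher shift means more granular cells and more differentiation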
VLA-4 antagonist: inhibitors of LDV-FITC ligand binding to Mn2+-activated human VLA-4 integrin; P13612; Jurkat cells, LDV-FITC binding with Mn2+, flow cytometry; 100% = Mn2+-driven binding gain fully reversed; inhibition, % at 10 µM (by protocol); actives 0.2% (n = 24,000); AID 529;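 active = inhibition above 50%; inconclusive = compound itself fluorescent, judged against control cell fluorescence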;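 also: 0% = Mn2+ stimulated cells lacking compound and 100% = ligand binding without Mn2+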
Target sequence (P13612 whole entry, looked up): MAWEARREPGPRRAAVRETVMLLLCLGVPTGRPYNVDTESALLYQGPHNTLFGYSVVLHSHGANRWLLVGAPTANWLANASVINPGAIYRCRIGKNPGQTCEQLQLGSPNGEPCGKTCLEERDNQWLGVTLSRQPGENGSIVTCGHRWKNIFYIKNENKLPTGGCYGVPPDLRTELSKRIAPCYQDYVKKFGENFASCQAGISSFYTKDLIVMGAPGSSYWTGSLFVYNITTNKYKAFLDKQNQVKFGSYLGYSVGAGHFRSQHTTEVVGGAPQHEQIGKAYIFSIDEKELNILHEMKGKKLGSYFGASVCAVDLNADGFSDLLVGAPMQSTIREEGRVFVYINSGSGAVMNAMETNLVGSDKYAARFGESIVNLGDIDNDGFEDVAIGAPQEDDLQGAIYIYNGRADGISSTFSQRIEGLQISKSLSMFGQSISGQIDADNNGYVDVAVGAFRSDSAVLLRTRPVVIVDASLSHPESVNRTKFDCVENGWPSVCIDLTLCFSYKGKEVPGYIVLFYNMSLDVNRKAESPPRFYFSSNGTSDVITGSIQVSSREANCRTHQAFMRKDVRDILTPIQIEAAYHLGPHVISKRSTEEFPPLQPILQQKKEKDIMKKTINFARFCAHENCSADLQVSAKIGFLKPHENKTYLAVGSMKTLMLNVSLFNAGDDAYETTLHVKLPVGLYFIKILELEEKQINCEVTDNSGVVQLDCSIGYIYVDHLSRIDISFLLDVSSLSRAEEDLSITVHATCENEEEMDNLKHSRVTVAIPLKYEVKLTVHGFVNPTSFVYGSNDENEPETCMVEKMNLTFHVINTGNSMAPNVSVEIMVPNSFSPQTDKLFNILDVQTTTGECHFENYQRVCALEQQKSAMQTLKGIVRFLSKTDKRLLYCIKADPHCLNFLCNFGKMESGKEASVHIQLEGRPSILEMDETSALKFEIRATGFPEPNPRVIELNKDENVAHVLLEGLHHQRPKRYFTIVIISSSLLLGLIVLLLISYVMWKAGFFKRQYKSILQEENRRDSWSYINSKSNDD
VLA-4 allo ag: allosterically activates the human VLA-4 integrin. Jurkat cells, LDV-FITC binding, flow cytometry. activation, % at 10 µM (by protocol). 24,000 tested, under 10 active. AID 528. P13612;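 active = fluorescent ligand binding to cells raised by more than 40% of the manganese-induced maximum; inconclusive = compound's own fluorescence above 85% of the ligand control signal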;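 also: 0% = ligand binding without compound and 100% = manganese-stimulated maximal binding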
Autofluor Jurkat: compound fluoresces in Jurkat cells, VLA-4 screen interference; compound autofluorescence, flow cytometry; stronger effect = higher value; 1 = vehicle-only cell background; fluorescence ratio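 (tested at 10 µM compound in the well)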; actives 0.61% (n = 24,000); AID 576;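 active = fluorescence ratio above 2.44, which is 1 plus 3 SD of all ratios; inconclusive = signal too bright to measure linearly, ratio around 10 or more; inactive = fluorescence ratio below 2.44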;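 also: green fluorescence of cells measured with 488 nm excitation and 530 nm emission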
* = called active by the depositor; ? = inconclusive. Only part of the results is shown, so the mix of outcomes need not match the whole.

LNCaP diff act	VLA-4 antagonist	VLA-4 allo ag	Autofluor Jurkat	Molecule
24	-10	3	1.1	O=C(NCCc1ccc(Cl)cc1)C1CC(=O)N(C2CCCCC2)C1 (configuration not stated)
13	6	-4	1.1	COc1ccc2c(=O)c3c(=O)n(Cc4ccco4)c(C(C)C)nc3oc2c1
0	0	4	0.94	O=C(O)CCCCCNS(=O)(=O)c1c(Cl)cccc1Cl
6	-4	-2	1	CC(=O)c1cccc(NC(=O)NCc2ccccn2)c1
4	10	-2	1.1	Cc1ccc(-n2nc(-c3ccc(N)cc3)cc2N)cc1
6	0	3	1.1	CCCCNC(=O)CSc1nc2ccc(N3CCOCC3)cc2c(=O)n1CCc1ccccc1
8	-20	4	0.94	Cc1ccc(Br)cc1S(=O)(=O)N1CCN(c2ccccc2)CC1
3	-3	4	1.1	Cn1c(C(=O)N2CCCC2)cc2c(=O)n(C)c3ccccc3c21
22	7	-2	1	CC(C)(C)c1cnnn1-c1ccc(NC(=O)c2ccc3c(c2)OCO3)cc1
10	-6	0	1	O=C(CCSc1ccccc1)N1CCN(C(=O)c2ccco2)CC1
5	-18	-2	0.98	Cc1cc(NC(=O)c2cnn3c(C(F)F)cc(C4CC4)nc23)no1
4	19	-20	1	Cc1ccc(CN2C(=O)CCC2C(=O)NCCN2CCOCC2)cc1 (configuration not stated)
7	0	4	1.1	COC(=O)c1c[nH]n2c(=O)cc(C)nc12
15	2	-6	1	COc1cc(C2c3c(oc4c(C)cc(C)cc4c3=O)C(=O)N2Cc2cccnc2)ccc1O (configuration not stated)
7	30	0	0.96	COCCN1C(=O)c2ccccc2C(C(=O)NCC2CCCO2)C1c1c[nH]c2ccccc12 (configuration not stated)
6	-7	-4	1.1	O=S(=O)(c1cc(Cl)ccc1Br)N1CCOCC1
6	-3	3	1	CC1CC(C)CN(CCCNC(=O)COc2cc(=O)n(C)c3ccccc23)C1 (configuration not stated)
9	-11	6	1.1	COC(=O)c1[nH]nc2c1C(=O)N(C1CCCCC1)C2=O
7	-14	1	1	Cc1cc(C(=O)Nc2cc(C)n(Cc3ccc(Cl)cc3)n2)no1
1	-7	2	1.1	CC1CCCC(NC(=O)Cn2cc3c(n2)CCCCC3)C1C (configuration not stated)
12	1	0	1	COc1ccccc1CNC(=O)C1CCN(S(=O)(=O)c2cccc3cccnc23)CC1
4	18	-6	1.1	Oc1ccc(Br)cc1-c1nc2cnccn2c1NC1CCCC1
20	2	-4	1	CC(C)CCNC(=O)NC(=O)CSc1nnc(COc2ccccc2Cl)o1
13	-10	4	1.1	COc1cccc(NS(=O)(=O)c2ccc3[nH]cc(C(=O)NCCN4CCOCC4)c(=O)c3c2)c1
5	-27	-3	1.1	Cc1cccc(-n2nnc(C(=O)N3CCc4ccccc4C3)c2N)c1

LNCaP diff act	VLA-4 antagonist	VLA-4 allo ag	Autofluor Jurkat	Molecule
6	-2	3	1	CCn1c(Oc2ccc(Oc3ncc(Cl)cc3Cl)cc2)nc2c1c(=O)n(C)c(=O)n2C
9	5	-4	1.1	CCS(=O)(=O)N1CCC(C(=O)NCCN2CCN(Cc3ccccc3)CC2)CC1
1	?	?	5.1*	CC1Cc2ccccc2N1C(=O)Cn1c(=O)oc2cc(S(=O)(=O)N3CCCCC3)ccc21 (configuration not stated)
10	-3	12	0.99	O=C(O)CSc1sc(=S)sc1SCC(=O)O
7	-10	2	1.1	CCCS(=O)(=O)N1CCC(C(=O)N2CCN(C(=O)OCC)CC2)CC1
6	2	2	1	CC(C)N1C(=O)c2ccccc2C1C(=O)NC1CCCCCC1 (configuration not stated)
13	-16	6	0.95	Cc1nc2cc(CO)ccc2n1C
78*	?	?	1.2	Cc1oc(-c2ccc(Cl)cc2)nc1CN1CCC(C(=O)N2CCN(Cc3ccccc3)CC2)CC1
5	0	?	9.9*	CN1CCc2c(sc3c2C(=O)NC(c2ccc(-c4cccc(Cl)c4)o2)N3)C1 (configuration not stated)
6	2	-1	1	O=C1CCCc2c1cc(C(=O)NCc1ccco1)c(=O)n2-c1ccc(Cl)cc1
7	-34	-32	1	CCCCn1c(SCc2cccnc2)nc2c1c(=O)n(C)c(=O)n2C
3	?	?	0.98	COc1ccc(OC)c(NC(=O)CSc2nnc(Cn3c(=O)sc4ccccc43)n2C)c1
14	3	-4	1	Cc1cc(=O)oc(C)c1C(=O)NCCCN1C(C)CCCC1C (configuration not stated)
6	-20	4	1.1	NC(=O)c1c(NC(=O)CN2CCCC2)sc2c1CCCC2
15	-8	1	1.2	Cn1c(=O)oc2cc(S(=O)(=O)NCCC(=O)N3CCc4ccccc4C3)ccc21
3	-18	13	1	COc1ccc(-c2ccc(-c3noc(-c4ccccc4OC)n3)c(OC)n2)cc1
8	27	0	1	Cc1nc2ccc(S(=O)(=O)NCC(=O)N3CCOCC3)cc2s1
6	-14	4	1.1	CCOc1ccc2[nH]c(=O)c(C(c3nnnn3CC3CCCO3)N3CCc4ccccc4C3)cc2c1 (configuration not stated)
11	-15	-2	1.1	Cc1cc(NC(=O)c2ccccc2)ncc1NC(=O)c1ccco1
9	17	-9	1.1	CN(C)c1ccc(CNC(=O)C2CCN(S(=O)(=O)c3ccc4c(c3)CCC(=O)N4)CC2)cc1
2	24	-5	1.1	Cn1c(NC(=O)C2c3ccccc3Oc3ccccc32)cc(=O)n(C)c1=O
7	15	-10	1	COc1ccc(OC)c(-c2cc(C(=O)NCc3cccs3)no2)c1
6	12	2	0.99	O=C(C1CCN(c2nnc(-n3cccc3)s2)CC1)N1CCN(c2cccc(C(F)(F)F)c2)CC1
11	0	1	1	CC1(C)Cc2noc(N)c2C(C)(C)N1OC(=O)c1ccco1
12	-5	1	1	Cc1ccc(C2CC(c3cccc(C)c3)n3ncnc3N2)cc1 (configuration not stated)

Just VLA-4 antagonist (3 entries from above):
SMILES,VLA-4 antagonist
O=C(C1CCN(c2nnc(-n3cccc3)s2)CC1)N1CCN(c2cccc(C(F)(F)F)c2)CC1,12
CN(C)c1ccc(CNC(=O)C2CCN(S(=O)(=O)c3ccc4c(c3)CCC(=O)N4)CC2)cc1,17
Cc1cc(NC(=O)c2ccccc2)ncc1NC(=O)c1ccco1,-15

The results go on.
LNCaP diff act	VLA-4 antagonist	VLA-4 allo ag	Autofluor Jurkat	Molecule
11	6	2	1	CC(C)c1ccc(NC(=O)C(c2ccccc2)N2CCOCC2)cc1 (configuration not stated)
10	-2	0	1.1	C=C(C)Cn1c(CCCNC(=O)C(C)(C)C)nc2ccccc21
4	-11	3	0.93	CCCCSc1cc(C)nc2ncnn12
7	-12	-10	1.1	CC1=C(C(=O)OCC(C)C)C(c2cc3c(cc2Br)OCO3)NC(=O)N1C (configuration not stated)
32*	-26	18	0.84	CCN(CC)CCCNc1oc(-c2cccc(Cl)c2)nc1C#N
2	-21	-1	1.1	CCOC(=O)N1CCC(NC(=O)Cn2ncn3c(cc4sc(CC)cc43)c2=O)CC1
7	-12	-2	1.1	CC1CCCCN1S(=O)(=O)c1ccc(C(=O)Nc2nnc(-c3ccccc3Cl)o2)cc1 (configuration not stated)
4	-13	-4	1.1	COc1ccccc1NC(=O)CSc1nnc(CC(=O)Nc2ccccc2)n1C
6	-12	8	1.1	O=C(C1COc2ccccc2O1)N1CCCC1 (configuration not stated)
5	9	1	0.99	CC(C)NC(=O)C1CCN(C(=O)N(C)C)CC1
5	-2	0	1	O=C(O)CC1CCCC(c2ccccc2)C1=O (configuration not stated)
10	-1	2	1.1	COC(=O)C1=C(N)Oc2cc(C)n(Cc3cccnc3)c(=O)c2C1c1ccc(OC)c(OC)c1 (configuration not stated)
2	17	0	1	COc1ccc(C2CC(c3ccc(Cl)c(Cl)c3)Nc3nc(N)nn32)cc1 (configuration not stated)
17	-16	-4	1	CCC(C)NC(=O)CCS(=O)(=O)c1ccc(Br)s1 (configuration not stated)
0	?	?	1.5	CCCOc1ccc(/C=c2\sc3nc(-c4ccco4)nn3c2=O)cc1OCC
2	-24	-4	0.97	CCCC(=O)n1nc(-c2ccc(OC)cc2)nc1N
5	-15	4	1	Cc1nc(Sc2cccn2C)c(C(F)(F)F)c(=O)[nH]1
7	-10	4	1.1	COc1ccc(S(=O)(=O)N2CCOCC2)cc1C(=O)Nc1cc(C)on1
8	-20	-2	1.1	CSc1nc(N2CCOCC2)c2ccccc2n1
11	4	-6	1.1	Cc1ccc(NC(=O)CN(C)S(=O)(=O)c2cccc3nsnc23)cc1
8	2	2	1	CCOC(=O)N1CCC(NS(=O)(=O)c2cc(Br)cnc2N)CC1
5	-10	4	0.97	CC(C)(C#N)NC(=O)c1ccco1
8	-6	4	1	CCOC(=O)N1CCN(C(=O)c2c(-c3ccccc3)noc2C)CC1
10	10	0	1	CCOc1ccc(Cc2nc(-c3nonc3N)no2)cc1OCC
4	1	-2	1.1	O=C(NC1CCCCC1)c1noc2c1CCCCC2
5	-8	-2	1.1	CCCS(=O)(=O)N1CCCC(C(=O)NCCN2CCC(Cc3ccccc3)CC2)C1 (configuration not stated)
2	-9	-3	1.1	CCOC(=O)N1CCN(c2ccc(C(=O)c3cccc(F)c3)cc2)CC1
4	?	?	0.9	CCOC(=O)N1CCN(C(=O)Cn2ncc3ccccc32)CC1

Arranged by value in VLA-4 antagonist (highest first): some entries from above
| compound | LNCaP diff act | VLA-4 antagonist | VLA-4 allo ag | Autofluor Jurkat |
| --- | --- | --- | --- | --- |
| CCOC(=O)N1CCC(NS(=O)(=O)c2cc(Br)cnc2N)CC1 | 8 | 2 | 2 | 1 |
| CCOC(=O)N1CCN(C(=O)c2c(-c3ccccc3)noc2C)CC1 | 8 | -6 | 4 | 1 |
| COc1ccc(S(=O)(=O)N2CCOCC2)cc1C(=O)Nc1cc(C)on1 | 7 | -10 | 4 | 1.1 |
| CCOC(=O)N1CCC(NC(=O)Cn2ncn3c(cc4sc(CC)cc43)c2=O)CC1 | 2 | -21 | -1 | 1.1 |
| CCN(CC)CCCNc1oc(-c2cccc(Cl)c2)nc1C#N | 32* | -26 | 18 | 0.84 |

Entries of single compounds as entered above:
Cc1nc2ccc(S(=O)(=O)NCC(=O)N3CCOCC3)cc2s1 is listed as LNCaP diff act: 8; VLA-4 antagonist: 27; VLA-4 allo ag: 0; Autofluor Jurkat: 1
Cc1cc(NC(=O)c2ccccc2)ncc1NC(=O)c1ccco1 is listed as LNCaP diff act: 11; VLA-4 antagonist: -15; VLA-4 allo ag: -2; Autofluor Jurkat: 1.1
